KDM4C inh: blocks human GASC-1 (KDM4C) demethylase activity | GST-KDM4C 2-372, H3K9me3 peptide, LANCE TR-FRET | AID 720574 | 0.15% of 96,000 active | inhibition, % at 12.5 µM;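 active = mean replicate inhibition above about 25%, with at least 55% of replicates also reaching it, limit read from the data, passing the limit was not always enough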
Target sequence (Q9H3R0 2-372 limits assumed): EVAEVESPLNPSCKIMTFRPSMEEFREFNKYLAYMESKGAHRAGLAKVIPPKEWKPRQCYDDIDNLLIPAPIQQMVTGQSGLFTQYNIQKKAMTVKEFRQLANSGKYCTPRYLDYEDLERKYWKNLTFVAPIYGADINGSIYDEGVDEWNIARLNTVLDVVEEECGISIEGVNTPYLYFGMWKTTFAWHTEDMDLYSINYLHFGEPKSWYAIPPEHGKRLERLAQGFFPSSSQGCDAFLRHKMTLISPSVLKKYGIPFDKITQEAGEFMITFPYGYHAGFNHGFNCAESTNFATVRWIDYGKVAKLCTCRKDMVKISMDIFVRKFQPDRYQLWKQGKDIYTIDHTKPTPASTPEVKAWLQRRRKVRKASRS
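reagent = H3K9me3 peptide substrate, Fe(II), 2-oxoglutarate | system = GST-tagged GASC-1 (JMJD2C) catalytic fragment, aa 2-372 | amount = enzyme final amount 10 nM | read-out = Fall in 671/618 emission ratio as inhibition | medium = HEPES buffer, pH 7.5, plus ascorbate | schedule = 30 min reaction, 60 min detection, RT | measured by = LANCE TR-FRET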
C diff growth: blocks growth of Clostridium difficile | 0.25% of 86,000 active | growth activity, negative = inhibition, % at 16 µg/mL (by protocol) | Clostridium difficile clinical isolate growth, OD600, 24 h; stronger effect = lower value;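 active = mean growth activity at or below -80% and every replicate also at or below -80%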;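 also: 0% = DMSO wells and -100% = levofloxacin 16 µg/mL wells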
T cruzi growth: T. cruzi proliferation inhibition | T. cruzi beta-gal in NIH3T3, GalScreen luminescence, 90 h | inhibition, % at 8.34 µM | 5.9% of 77,000 active | AID 624255;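 active = mean inhibition above about 93%, with at least 55% of replicates each passing it, limit read from the data, passing the limit was not always enough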
Pf Dd2 growth: inhibitors of Plasmodium falciparum Dd2 growth; P. falciparum Dd2 growth, SYBR Green, 72 h; stronger effect = lower value; AID 1159554; activity change, % at 10 µM; 2.3% of 94,000 active; in the data active = activity change below about -80%
* marks the source's active call; other numbers are inactive results; . = no result given.

Each structure is followed by: KDM4C inh, C diff growth, T cruzi growth, Pf Dd2 growth
CCCNC(=O)N(C)C[C@H]1Oc2ncc(C#CC(C)C)cc2C(=O)N([C@@H](C)CO)C[C@H]1C
  -1.9, -21.1, 4.8, 9.2
CN(C)C(=O)c1ccc(-c2ccccc2[C@@H]2[C@H](C#N)N(C(=O)C3CCCCC3)[C@H]2CO)cc1
  -0.9, -7.3, ., -16.6
C[C@H]1CN([C@@H](C)CO)C(=O)Cc2cc(NC(=O)Nc3ccc4c(c3)OCO4)ccc2O[C@@H]1CN(C)Cc1ccc2c(c1)OCO2
  9.8, -0.4, 25.5, -23.5
C[C@@H]1CN([C@@H](C)CO)C(=O)c2cc(C#Cc3ccccc3)cnc2O[C@@H]1CN(C)C(=O)c1ccccn1
  6.2, -4.2, 61.4, 0.8
Cc1ccc(S(=O)(=O)Nc2ccc3c(c2)C(=O)N([C@H](C)CO)C[C@@H](C)[C@@H](CN(C)C(=O)Nc2ccc4c(c2)OCO4)O3)cc1
  1.2, ., 31.8, 9.6
CCS(=O)(=O)N1CC(=O)N2[C@H](CO)[C@H](c3ccc(-c4ccccc4)cc3)[C@@H]2C1
  -1.4, 0.1, ., -6.1
O=C(c1ccccn1)N1CC(=O)N2[C@H](CO)[C@H](c3ccc(C#Cc4ccccc4)cc3)[C@H]2C1
  -0.9, -2.7, ., -42.3
Cc1cc(C(=O)Nc2cccc3c2O[C@H](CN(C)CC2CCCCC2)[C@H](C)CN([C@H](C)CO)C3=O)n(C)n1
  -0.4, -0.9, 28.9, -9.3
CC(C)NC(=O)Nc1ccc2c(c1)C(=O)N(C)[C@H]1CC[C@@H](CC(=O)NCC(F)(F)F)O[C@H]1CO2
  1.4, -1.0, -5.0, 5.5
CCN1[C@@H]2Cn3c(ccc(/C=C/c4ccccc4)c3=O)[C@H]1[C@@H](C(=O)N1CCOCC1)[C@@H]2CO
  -0.7, 5.1, 26.0, -33.1
O=C(C[C@H]1CC[C@@H]2[C@H](COC[C@@H](O)CN2C(=O)Nc2ccc(Cl)c(Cl)c2)O1)NCc1ccc(Cl)cc1
  -0.2, -3.6, 101.7*, 5.3
C[C@H]1CN([C@@H](C)CO)C(=O)c2cc(Br)cnc2O[C@H]1CN(C)Cc1ccccn1
  8.6, 1.7, -42.3, 41.3
CCNC(=O)C[C@H]1C=C[C@H](NC(=O)NC2CCCCC2)[C@@H](CO)O1
  -2.5, 0.0, ., -5.4
Cc1ccc(S(=O)(=O)N(C)C[C@@H]2OCCCC[C@@H](C)Oc3ccc(NC(=O)NC4CCCCC4)cc3C(=O)N([C@H](C)CO)C[C@H]2C)cc1
  -0.5, 17.9, 98.8*, -81.2*
O=C(CN1CCOCC1)N1CCCCN2[C@@H](CO)[C@@H](c3ccc(-c4ccccc4F)cc3)[C@@H]2C1
  0.1, -9.7, 83.5, -1.8
Cc1noc(C)c1NC(=O)Nc1cccc2c1O[C@H](CN(C)C(=O)Nc1ccc(C(F)(F)F)cc1)[C@H](C)CN([C@H](C)CO)C2=O
  0.2, -19.8, -10.8, -49.0
CO[C@H]1CN(C)C(=O)c2cc(C#N)ccc2OC[C@H]2O[C@H](CC[C@H]2OC)CCN(C)C(=O)[C@@H]1C
  3.2, ., -53.2, 0.3
CCC(=O)N(C)C[C@@H]1Oc2cc(-c3cccc(C#N)c3)ccc2S(=O)(=O)N([C@@H](C)CO)C[C@H]1C
  11.6, 3.6, 36.5, -6.4
C[C@H](CO)N1C[C@H](C)[C@@H](CN(C)S(=O)(=O)c2cccs2)OCCCC[C@H](C)Oc2ccc(NS(=O)(=O)c3ccccc3)cc2C1=O
  -0.9, -7.5, 20.6, -33.4
O=C(C[C@@H]1C[C@@H]2c3cc(NC(=O)C4CCOCC4)ccc3O[C@@H]2[C@@H](CO)O1)NCc1cccc(F)c1
  -1.2, -6.2, 46.4, -7.1
C[C@H]1CN([C@@H](C)CO)C(=O)c2cc(C#Cc3cccc(F)c3)cnc2O[C@H]1CN(C)Cc1ccccn1
  ., -2.7, 44.2, -4.5
CN(C)c1ccc2c(c1)[C@H]1C[C@H](CC(=O)NCc3cc(F)ccc3F)O[C@@H](CO)[C@H]1O2
  7.3, ., 4.5, -43.0
COCC(=O)Nc1ccc2c(c1)C(=O)N(C)C[C@H](OC)[C@@H](C)CN(C(=O)c1cnccn1)[C@H](C)CO2
  -0.4, -2.0, 7.7, 13.2
CN(C)C(=O)C[C@H]1C=C[C@H](NC(=O)NC2CCCC2)[C@H](CO)O1
  0.0, -0.8, ., -6.3
C[C@@H]1CN([C@@H](C)CO)C(=O)CCCn2nncc2CO[C@@H]1CN(C)C(=O)CCCN(C)C
  2.1, ., 10.9, 5.1
C[C@H](CO)N1C[C@H](C)[C@H](CN(C)C(=O)c2ccccc2)OCCCC[C@H](C)Oc2ccc(NS(=O)(=O)c3ccccc3)cc2C1=O
  0.3, ., 53.1, 42.3
Cc1noc(C)c1S(=O)(=O)Nc1ccc2c(c1)C(=O)N([C@H](C)CO)C[C@@H](C)[C@H](CN(C)Cc1ccc(Oc3ccccc3)cc1)O2
  2.1, ., 1.9, -11.5
O=C(CCN1CCCCC1)NCC[C@@H]1CC[C@H](NC(=O)C2CCOCC2)[C@H](CO)O1
  -0.2, -0.8, 35.5, -3.0
Cc1noc(C)c1S(=O)(=O)Nc1ccc2c(c1)CC(=O)N([C@@H](C)CO)C[C@H](C)[C@@H](CN(C)S(=O)(=O)c1c(C)noc1C)O2
  0.8, -1.2, 14.1, 6.8
Cc1noc(C)c1NC(=O)N(C)C[C@@H]1Oc2ccc(NS(=O)(=O)c3ccccc3)cc2C(=O)N([C@H](C)CO)C[C@@H]1C
  0.9, -4.9, 24.8, -2.8

Reprinted at random: three entries already listed
Each structure is followed by: KDM4C inh, C diff growth, T cruzi growth, Pf Dd2 growth
Cc1ccc(S(=O)(=O)N(C)C[C@@H]2OCCCC[C@@H](C)Oc3ccc(NC(=O)NC4CCCCC4)cc3C(=O)N([C@H](C)CO)C[C@H]2C)cc1
  -0.5, 17.9, 98.8*, -81.2*
CCS(=O)(=O)N1CC(=O)N2[C@H](CO)[C@H](c3ccc(-c4ccccc4)cc3)[C@@H]2C1
  -1.4, 0.1, ., -6.1
C[C@H]1CN([C@@H](C)CO)C(=O)c2cc(Br)cnc2O[C@H]1CN(C)Cc1ccccn1
  8.6, 1.7, -42.3, 41.3

Additional results
Each structure is followed by: KDM4C inh, C diff growth, T cruzi growth, Pf Dd2 growth
CO[C@@H]1CN(C)C(=O)c2cc(NC(=O)c3cc(C)on3)ccc2OC[C@@H](C)N(S(=O)(=O)c2ccccc2)C[C@H]1C
  ., ., 41.8, -42.0
C[C@H](O)C#Cc1cnc2c(c1)C(=O)N([C@@H](C)CO)C[C@H](C)[C@@H](CN(C)C(=O)Nc1ccc(C(F)(F)F)cc1)O2
  17.2, 2.2, ., 5.7
C[C@H]1CCCCO[C@H](CN(C)C(=O)Nc2cccc3ccccc23)[C@@H](C)CN([C@@H](C)CO)C(=O)c2cc(NS(=O)(=O)c3cccs3)ccc2O1
  -0.5, -0.3, 102.1*, -75.2
O=C(Nc1ccc2c(c1)[C@@H]1C[C@@H](CC(=O)N3CCCCC3)O[C@H](CO)[C@@H]1O2)NC1CCCCC1
  ., 0.9, ., 25.8
COCC#Cc1ccc2c(c1)O[C@H](CN(C)C(=O)Nc1ccc(OC)cc1)[C@@H](C)CN([C@H](C)CO)S2(=O)=O
  -0.4, 0.0, -75.0, -1.1
C[C@H](CO)N1C[C@H](C)[C@@H](CN(C)C(=O)c2ccncc2)OCc2ccccc2-c2ccccc2C1=O
  -0.5, -6.0, 44.9, 30.9
O=C(NCC[C@@H]1CC[C@@H](NC(=O)c2ccc3c(c2)OCO3)[C@H](CO)O1)Nc1ccc(Cl)cc1
  -1.7, -5.8, ., -19.3
C[C@@H]1CN([C@H](C)CO)C(=O)c2cc(C3=CCCC3)cnc2O[C@@H]1CN(C)C(=O)C1CCOCC1
  -0.7, 1.3, ., 17.9
C[C@H]1CCCCO[C@H](CN(C)Cc2ccncc2)[C@@H](C)CN([C@@H](C)CO)C(=O)c2cc(NS(=O)(=O)c3ccc(Cl)cc3)ccc2O1
  4.0, -0.4, 50.0, -20.9
COc1ccc2c3c([nH]c2c1)[C@H](CO)N(CC1CCOCC1)CC31CN(C(=O)C2CC2)C1
  -0.7, 7.8, ., 19.5
C[C@@H]1CN([C@@H](C)CO)C(=O)Cc2cc(NC(=O)Nc3ccc4c(c3)OCO4)ccc2O[C@H]1CN(C)C(=O)Nc1ccc(C(F)(F)F)cc1
  -1.0, 4.6, -13.4, -32.1
CN1c2ccc(-c3cccc(F)c3)cc2[C@@H]2[C@@H](CCN2C(=O)CC2CC2)[C@@H]1CO
  -0.5, 28.2, 93.4, 7.6
C[C@H]1CN([C@@H](C)CO)C(=O)Cc2cc(NC(=O)C3CC3)ccc2O[C@H]1CN(C)CC1CC1
  -0.4, -2.2, 2.5, 4.6
O=C(Nc1cccc(F)c1)N1C[C@H]2[C@@H](c3ccccc31)[C@H](CO)N2C(=O)Cc1ccccn1
  1.0, -4.4, 57.8, 11.4
C[C@@H]1CCCCO[C@@H](CN(C)Cc2ccncc2)[C@@H](C)CN([C@@H](C)CO)C(=O)c2cc(NS(=O)(=O)c3cccs3)ccc2O1
  1.5, 3.5, 28.3, -27.8
C[C@@H]1CCCCO[C@@H](CN(C)S(=O)(=O)c2cccs2)[C@@H](C)CN([C@@H](C)CO)C(=O)c2cc(NC(=O)c3ccccc3)ccc2O1
  -1.0, 4.3, 85.7, -75.7
C[C@@H](O)C#Cc1cnc2c(c1)C(=O)N([C@@H](C)CO)C[C@H](C)[C@H](CN(C)C(=O)Cc1ccncc1)O2
  1.8, 1.9, ., 28.1
CO[C@@H]1CN(C)C(=O)c2ccc(NS(=O)(=O)c3ccccc3)cc2OC[C@H](C)N(Cc2cccnc2)C[C@H]1C
  1.7, 2.0, 6.1, -4.1
OC[C@@H]1[C@@H](c2ccc(-c3ccccc3F)cc2)[C@@H]2CN(Cc3ccncc3)CCCCN12
  3.3, -9.3, 74.9, 7.3
CCC(=O)N(C)C[C@@H]1Oc2ncc(-c3ccc(F)cc3)cc2C(=O)N([C@@H](C)CO)C[C@@H]1C
  0.1, -2.5, 10.5, 39.0
COc1ccc(NC(=O)N(C)C[C@@H]2Oc3c(NS(=O)(=O)c4ccccc4)cccc3C(=O)N([C@@H](C)CO)C[C@H]2C)cc1
  0.0, ., 6.3, 15.1
CC(=O)N(C)C[C@H]1[C@@H](c2ccc(-c3ccccc3)cc2)[C@@H](CO)N1C(=O)C1CC1
  1.2, 1.7, -30.5, -13.7
CCCNC(=O)Nc1ccc2c(c1)C(=O)N(C)C[C@H](OC)[C@@H](C)CN(Cc1ccc(-c3ccccn3)cc1)[C@H](C)CO2
  1.1, ., 7.0, -26.7
COc1cccc(NC(=O)N[C@@H]2C=C[C@H](CC(=O)N3CCOCC3)O[C@H]2CO)c1
  -0.7, 46.8, 44.2, 10.9
C[C@@H]1CN([C@H](C)CO)C(=O)c2cc(NS(=O)(=O)c3ccc(F)cc3)ccc2O[C@@H]1CN(C)C(=O)Nc1ccc(C(F)(F)F)cc1
  -0.2, -3.5, -1.3, -19.3
COc1ccc(CN(C)C[C@H]2OCCCC[C@H](C)Oc3ccc(NS(=O)(=O)c4ccc(F)cc4)cc3C(=O)N([C@H](C)CO)C[C@H]2C)cc1
  -0.7, -7.5, 74.1, -60.4
COC(=O)C[C@H]1CC[C@H]2[C@@H](COc3ccc(NC(=O)c4ccccc4OC)cc3C(=O)N2C)O1
  -0.9, 1.2, ., 1.5
C[C@H]1CN([C@@H](C)CO)C(=O)Cc2cc(NC(=O)CCN3CCOCC3)ccc2O[C@H]1CN(C)Cc1ccccc1
  5.2, 0.4, -3.5, -20.4
COc1cccc(CNC(=O)C[C@@H]2CC[C@@H](NC(=O)C3CCC3)[C@@H](CO)O2)c1
  0.2, -2.6, 4.0, 13.4
C[C@H]1CN([C@@H](C)CO)C(=O)c2cccc(NC(=O)c3ccc(-c4nccs4)cc3)c2O[C@H]1CN(C)C(=O)Nc1ccc(C(F)(F)F)cc1
  -3.0, ., 94.6, -44.8
CO[C@H]1CN(C)C(=O)c2cc(NC(=O)Nc3ccccc3)ccc2OC[C@H](C)N(CC2CC2)C[C@H]1C
  -0.6, ., -85.3, 2.1
CC(C)C#Cc1ccc2c(c1)O[C@@H](CN(C)Cc1cccnc1)[C@H](C)CN([C@H](C)CO)S2(=O)=O
  0.5, 6.4, 100.0*, -61.4
COc1ccc2c3c(n(C)c2c1)[C@H](CO)N(Cc1ccccc1F)CC31CN(C(=O)C2CCCC2)C1
  -1.2, 5.0, ., -12.4

Screens (PubChem)
